Screening results deposited in PubChem by National Center for Advancing Translational Sciences (NCATS).
TRHR enhancer: allosterically enhances the human TRH receptor; P34981; TRHR cells, fluo-8 calcium fluorescence, EC20 TRH enhancement; enhancement, % at 2 µM; actives 0.66% (n = 360,000); AID 493056; in the data active means enhancement above about 30%; further: 0% is about no effect
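TRHR-expressing cells loaded with fluo-8 calcium dye were read kinetically (ex 480/em 530) during compound addition, then stimulated with an EC20 of TRH (10 nM final). Enhancement of the Gq-mediated intracellular calcium response was scored.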
D2 antag: antagonists of human D2 dopamine receptor | HEK293 TREx D2 cells, calcium flux, dopamine EC80 | inhibition, % at 10 µM | actives 2% (n = 340,000) | AID 485344; in the data active means inhibition above about 30%; further: 0% is about no effect
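Measurement of antagonist activity uses fluorescent calcium dye in inducible HEK293 T-REx D2 cells: 10 s baseline, compound addition with 180 s read, EC80 dopamine addition with a further 180 s read.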
USP1-UAF1 inh: USP1/UAF1 (human) deubiquitinase inhibition; O94782; recombinant USP1/UAF1, Ub-Rhodamine cleavage fluorescence; Potency, µM (doses to about 57.1 µM), without a hit: at the top dose activity change, negative = inhibition, actives largely listed as inhibitors; actives 0.23% (n = 390,000); further: potency means the concentration at half of the fitted maximal effect; on the % scale 0 is the no-effect control and ±100 the full control effect; nearly all actives have a fitted effect of over 60% in size; inactives centre near -12
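Step one: compound is pinned into 1nM USP1/UAF1 in HEPES pH 7.8 buffer with TCEP. Step two: 15 min room-temperature incubation. Step three: Ub-Rho (150nM final) starts cleavage, tracked by fluorescence over six one-minute reads.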
TrxR1 substrate: rat thioredoxin reductase 1 substrate activity; actives 0.01% (n = 390,000); purified TrxR1 substrate turnover, NADPH consumption readout; O89049; AID 588456; Potency, µM (highest dose often 114 µM), for the others: at the highest dose activity change, negative = substrate turnover; further: potency means the concentration at half of the fitted maximal effect; on the % scale 0 is the no-effect control and ±100 the full control effect; nearly all actives have a fitted effect of over 50% in size
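Rat TrxR1, dispensed at 90 nM, was prereduced with 400 uM NADPH (final) for 5 min at ~22 deg C, then incubated with compound 15 min before 400 uM selenite. A first-read NADPH fluorescence drop versus no-compound background flagged substrates.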
mIDH1 inhibitor: human IDH1 R132H inhibition; O75874; IDH1-R132H enzyme, NADPH consumption, diaphorase/resazurin fluorescence; Potency, µM (top dose mostly 76.6 µM), without a hit: top-dose activity change, negative = inhibition, most hits filed as inhibitors; actives 0.093% (n = 390,000); AID 602179; further: potency means the concentration at half of the fitted maximal effect; on the % scale 0 is the no-effect control and ±100 the full control effect; nearly all actives have a fitted effect of over 65% in size
Target sequence (O75874 whole entry R132H, stated change not applied): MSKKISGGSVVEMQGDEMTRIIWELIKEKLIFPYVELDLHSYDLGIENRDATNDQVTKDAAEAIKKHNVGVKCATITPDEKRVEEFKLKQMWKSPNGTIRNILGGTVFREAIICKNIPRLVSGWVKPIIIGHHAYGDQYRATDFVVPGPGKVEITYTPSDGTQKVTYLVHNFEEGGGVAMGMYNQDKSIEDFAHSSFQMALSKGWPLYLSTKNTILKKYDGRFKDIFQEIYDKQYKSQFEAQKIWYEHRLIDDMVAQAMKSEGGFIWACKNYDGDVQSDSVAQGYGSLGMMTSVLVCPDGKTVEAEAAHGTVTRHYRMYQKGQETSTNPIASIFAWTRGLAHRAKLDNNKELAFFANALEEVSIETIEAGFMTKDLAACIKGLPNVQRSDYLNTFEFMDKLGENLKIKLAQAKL
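IDH1-R132H (0.5 ug/mL dispensed) in pH 7.5 Tris buffer was preincubated 30 min with compound, then given a substrate mix of 0.016 mM NADPH and 2 mM alpha-KG for 80 min at room temperature; remaining NADPH was read by diaphorase/resazurin fluorescence.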
D2 agonist: agonists of human D2 dopamine receptor. actives 0.53% (n = 340,000). AID 485358. activation, % at 2 µM. HEK293 T-REx D2 cells, calcium flux agonist mode;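 active means activation over 3 SD above normal in the single-dose calcium agonist read, cut at about 30% in these data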; further: 0% is about no effect
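Tetracycline-induced HEK293 T-REx cells with force-coupled D2 receptor, plated overnight at 30 C, loaded with no-wash calcium dye. After a 10 s baseline, compound was pin-added and calcium flux read kinetically for 180 s; calcium rises flagged agonists.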
TRHR agonist: TRH receptor (human) agonism | P34981 | TRHR cells, calcium flux fluo-8, FDSS agonist mode | activation, % at 2 µM | actives 0.18% (n = 360,000); in the data active means activation above about 30%; further: 0% is about no effect
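Steps: seed TRHR cells overnight; add fluo-8 no-wash Ca dye, RT 30 min–1.5 h; record 10 s baseline; pin-transfer compounds; monitor fluorescence 1 cycle/s for the agonist window. Calcium increases flag candidate agonists.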
rTrxR1 inhibitor: rat TrxR1 inhibition. O89049. recombinant rTrxR1, NADPH fluorescence consumption, selenite substrate. Potency, µM (series often up to 114 µM), for inactives: at the top dose activity change, negative = inhibition, hits mostly inhibitors. actives 1% (n = 390,000); further: potency means the concentration at half of the fitted maximal effect; on the % scale 0 is the no-effect control and ±100 the full control effect; nearly all actives have a fitted effect of over 65% in size
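Rat TrxR1 (90 nM in the dispensed reagent) was pre-reduced with 400 uM NADPH for 5 min at room temperature, then incubated with compound for 15 min. After 400 uM selenite was added, NADPH fluorescence (Ex 340/Em 450 nm) was followed for 8 min.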
PI4K2A inh: blocks human PI4K2A kinase activity; purified PI4K2A, ADP-Glo luminescence, 1 h; hits give low values; activity change, negative = inhibition, % at 76.9 µM; actives 0.13% (n = 420,000); AID 1346378; in the data active means activity change below about -50%; inconclusive means mostly about -30% to -49%;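 further: -100% = wells without enzyme as full effect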
Target sequence (Q9BTU6 whole entry, looked up): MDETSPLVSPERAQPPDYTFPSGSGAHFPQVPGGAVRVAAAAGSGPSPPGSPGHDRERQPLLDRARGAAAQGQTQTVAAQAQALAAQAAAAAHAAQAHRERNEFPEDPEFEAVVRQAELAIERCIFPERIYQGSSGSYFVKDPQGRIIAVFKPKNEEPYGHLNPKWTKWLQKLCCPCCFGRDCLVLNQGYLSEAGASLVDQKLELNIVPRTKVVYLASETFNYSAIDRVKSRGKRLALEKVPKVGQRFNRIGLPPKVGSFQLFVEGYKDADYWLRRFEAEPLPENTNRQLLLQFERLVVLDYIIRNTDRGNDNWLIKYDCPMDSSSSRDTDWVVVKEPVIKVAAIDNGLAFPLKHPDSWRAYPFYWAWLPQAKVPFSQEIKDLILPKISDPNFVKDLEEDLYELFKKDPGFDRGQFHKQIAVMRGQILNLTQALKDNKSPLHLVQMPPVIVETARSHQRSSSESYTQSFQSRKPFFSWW
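PI4K2A activity was measured by ADP-Glo luminescence: enzyme (4 ug/mL stock) and phosphatidylinositol (1.2 mM stock) in Tris pH 7.5/MgCl2/EGTA/Triton X-100 buffer were reacted with ATP (300 microM stock) for one hour at ambient temperature.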
* = called active by the depositor; ? = inconclusive; / = not tested or not shown; & = joins results of further samples; [ ] = another dose, or the depositor's remark. Unless noted, the call rests on the fitted dose curve; in most records, active means well fitted inhibition curve with a large enough effect; inconclusive means small, poorly fitted or top-dose-only effect; inactive means no such curve, though single readings can be large or run the other way.

Order of values – D2 agonist	USP1-UAF1 inh	TRHR agonist	D2 antag	PI4K2A inh	TRHR enhancer	mIDH1 inhibitor	TrxR1 substrate	rTrxR1 inhibitor
1: Cc1cc2oc(=O)cc(CN3CCOCC3)c2cc1O
→ 0.7	-14%	0.6	10	4	4	10%	1%	4%
2: CCO[C@@H]1OC(C(=O)Nc2ccccc2)=C[C@H](c2ccc(Br)cc2)[C@H]1CCCO
→ 0.5	-23%	1.3	-3	-6	1	?	4%[57.1 µM]	3%[57.1 µM]
3: Cc1cccc(-c2nnnn2-c2cccc(C)c2)c1
→ 0.2	-10%	-0.5	3	-2	0	12%	6%[57.1 µM]	7%[57.1 µM]
4: COc1ccc(Nc2nc(C)cc(=O)[nH]2)c(OC)c1
→ -0.4	-7%	0.1	20	-20	1	10%	13%	27%
5: COc1ccc(C(=O)CC2OC(=O)c3ccccc32)cc1OC (stereo not given)
→ 1.4	-18%	0.8	3	-1	8	-5%	-3%	-12%
6: COc1ccccc1NC(=O)c1ccc(NC(=O)CSc2ncccn2)cc1
→ 0.2	?	0.1	5	2	9	-2%	-7%[57.1 µM]	3%[57.1 µM]
7: COc1ccc(C)cc1-n1nc2ccccc2n1
→ 0.3	-23%	-1.5	28	1	1	-3%	7%	12%
8: CCc1cccc(CC)c1NC(=S)Nc1cccc(Cl)c1Cl
→ -0.1	-8%	-0.1	-30	-2	-1	5%	-20%[57.1 µM]	10%[57.1 µM]
9: COc1cccc(CNc2nc3c(-c4ccccc4)nnn3c3ccccc23)c1
→ /	-9%	-2.0	/	-5	30	-8%	6%	0%
10: CCN(CC)S(=O)(=O)c1cccc(C(=O)NC(C(=O)Nc2nnc(C)s2)C(C)C)c1 (stereo not given)
→ -0.7	-1%	0.3	-8	2	-5	3%	-12%	22%[57.1 µM]

Filtered by structure, those above with nitrogen in an aromatic ring.
Order of values – D2 agonist	USP1-UAF1 inh	TRHR agonist	D2 antag	PI4K2A inh	TRHR enhancer	mIDH1 inhibitor	TrxR1 substrate	rTrxR1 inhibitor
3: Cc1cccc(-c2nnnn2-c2cccc(C)c2)c1
→ 0.2	-10%	-0.5	3	-2	0	12%	6%[57.1 µM]	7%[57.1 µM]
4: COc1ccc(Nc2nc(C)cc(=O)[nH]2)c(OC)c1
→ -0.4	-7%	0.1	20	-20	1	10%	13%	27%
6: COc1ccccc1NC(=O)c1ccc(NC(=O)CSc2ncccn2)cc1
→ 0.2	?	0.1	5	2	9	-2%	-7%[57.1 µM]	3%[57.1 µM]
7: COc1ccc(C)cc1-n1nc2ccccc2n1
→ 0.3	-23%	-1.5	28	1	1	-3%	7%	12%
9: COc1cccc(CNc2nc3c(-c4ccccc4)nnn3c3ccccc23)c1
→ /	-9%	-2.0	/	-5	30	-8%	6%	0%
10: CCN(CC)S(=O)(=O)c1cccc(C(=O)NC(C(=O)Nc2nnc(C)s2)C(C)C)c1 (stereo not given)
→ -0.7	-1%	0.3	-8	2	-5	3%	-12%	22%[57.1 µM]

Following part.
Order of values – D2 agonist	USP1-UAF1 inh	TRHR agonist	D2 antag	PI4K2A inh	TRHR enhancer	mIDH1 inhibitor	TrxR1 substrate	rTrxR1 inhibitor
11: Cc1ccc(C(=O)NCc2ccccn2)cc1S(=O)(=O)N1CCCCC1
→ 0.5	-4%	-0.7	25	2	-9	8%	-1%	8%
12: CC(O/N=C(\N)c1ccccc1)C(=O)Nc1cccc(C(F)(F)F)c1 (stereo not given)
→ /	-19%	/	/	-2	/	-8%	-2%	14%
13: CCCN(CC(=O)Nc1cc(Cl)ccc1Cl)C(=O)c1ccc(N2CCCC2=O)cc1
→ -0.9	-24%	-0.8	-6	0	8	6%	-1%	?
14: Cc1cc(C)c(C#N)c(SCC(=O)Nc2ccc3c(c2)OCO3)n1
→ 0.8	-11%	-0.8	-1	-1	-1	-3%	8%[57.1 µM]	24%[57.1 µM]
15: CCn1nnc(NC(=O)c2cccnc2Cl)n1
→ -0.2	7%	-0.2	2	-2	-8	-2%	-6%	1%
16: COc1ccc(OCC(=O)NNC(=O)Cn2c(=O)cnc3ccccc32)cc1
→ 0.7	-2%	-0.1	10	1	-3	1%	3%	0%
17: Cc1ccc(Nc2ncnc3nc[nH]c23)cc1Cl
→ -0.5	-26%	-0.3	-35	-10	14	-3%	2%	6%
18: CC1CCCCN1CC(=O)Nc1ccc2c(c1)OC(F)(F)O2 (stereo not given)
→ -0.2	-8%	0.9	-4	7	4	-7%	1%	5%
19: O=Cc1cn(CCOc2ccccc2)c2ccccc12
→ -0.6	-2%	-0.8	4	-2	0	-5%	-6%	2%
20: CCN(CC)CCCC(C)Nc1c2ccc(Cl)cc2nc2ccc(OC)cc12 (stereo not given)
→ 6.9	/	8.3	-1	-1&2	-3	/	33%[activator][57.1 µM]	13%[57.1 µM]
21: C=CCN1CCS(=O)(=O)N(Cc2ccccc2)[C@@H](C(C)C)C1=O
→ /	-2%	/	/	-2	/	-8%	-5%	3%
22: CN(C)CCCNCC(=O)c1c(-c2ccccc2)n(C)c2ccccc12
→ 0.8	-23%	0.0	-21	10	7	-8%	2%	-6%
23: C#CCSc1nnc(-c2cc3c(C(F)(F)F)nn(C)c3s2)n1C
→ /	-1%	/	/	3	/	-7%	13%[57.1 µM]	7%[57.1 µM]
24: CCOc1ccc(Cl)cc1S(=O)(=O)n1cnc2cc(C)c(C)cc21
→ /	-16%	0.7	/	2	-13	5%	-7%	-7%
25: CC(=O)Nc1ccccc1Oc1ccccc1
→ 1.4	-19%	-0.7	6	-8	-6	4%	9%	19%
26: O=C(NNC(=O)C12CC3CC(CC(C3)C1)C2)c1ccncc1
→ 1.7	-18%	1.9	13	0	3	4%	2%[57.1 µM]	2%[57.1 µM]
27: CN(C)c1ccc(/C=N\Nc2ccccn2)cc1
→ 0.0	-21%	0.9	-7	1	-5	5%	-1%	7%[57.1 µM]
28: Cc1ccccc1C(=O)Nc1ccc2c(c1)OCCO2
→ 0.4	-3%	-0.2	2	-23	1	2%	4%	22%
29: COc1ccccc1NC(=O)CN1C(=O)CSc2ccc(S(=O)(=O)N3CCCC3)cc21
→ -0.5	-15%	-1.7	/	2	8	-4%	0%	15%
30: O=C(COC(=O)C1CC1)Nc1ccc(Cl)cn1
→ -0.2	-16%	0.1	-13	-4	-3	-12%	0%	19%

Brought forward from above: 2 compounds, then new ones.
Order of values – D2 agonist	USP1-UAF1 inh	TRHR agonist	D2 antag	PI4K2A inh	TRHR enhancer	mIDH1 inhibitor	TrxR1 substrate	rTrxR1 inhibitor
29: COc1ccccc1NC(=O)CN1C(=O)CSc2ccc(S(=O)(=O)N3CCCC3)cc21
→ -0.5	-15%	-1.7	/	2	8	-4%	0%	15%
30: O=C(COC(=O)C1CC1)Nc1ccc(Cl)cn1
→ -0.2	-16%	0.1	-13	-4	-3	-12%	0%	19%
31: O=c1c(-c2nc3ccccc3s2)cccn1Cc1ccc(Cl)cc1
→ /	-14%	/	/	0	/	-3%	193%[activator]	108%[activator]
32: O=C(NCCS(=O)(=O)N1CCCCC1)c1ccc2c(c1)OCO2
→ -0.5	-10%	0.3	-9	0	-2	7%	0%	11%
33: COc1cccc(NC(=O)Nc2ccc3nc(N4CCN(C)CC4)cc(C)c3c2)c1
→ 0.5	-22%	-0.2	/	-3	-3	-4%	21%[57.1 µM]	30%[57.1 µM]
34: Cc1nnc(SCC(=O)Nc2cccc(S(N)(=O)=O)c2)n1-c1ccccc1
→ -0.3	-5%	0.4	5	1	1	3%	-11%	16%[57.1 µM]
35: CC(=O)c1ccc(NC(=O)CSc2nccn2Cc2ccc3c(c2)OCO3)cc1
→ -0.3	-14%	0.2	/	-7	0	-5%	-5%[57.1 µM]	2%[57.1 µM]
36: CCOC(=O)C(CCC(=O)O)(CCC(C)C)c1csc(N)n1 (stereo not given)
→ -0.6	-24%	-0.1	-2	-4	-9	7%	11%	19%
37: O=C1c2ccccc2C(Nc2ccc(F)c(Cl)c2)N1c1ccccn1 (stereo not given)
→ -0.6	-18%	-0.3	-4	-7	2	11%	0%[57.1 µM]	2%[57.1 µM]
38: CCN(CC(=O)Nc1ccc(Br)cc1F)CC(=O)NC1CCS(=O)(=O)C1 (stereo not given)
→ -0.1	-12%	0.3	-3	1	4	1%	5%	10%
39: Cc1cc(Cl)ccc1C(=O)C1CCCN(C(=O)c2ccoc2)C1 (stereo not given)
→ 0.7	-10%	1.8	9	-2	6	-6%	4%	7%
40: Cn1cccc1Cc1nnc(SCC(=O)Nc2ccc3c(c2)OCCO3)n1-c1ccc(F)cc1
→ -2.2	?	-0.7	-5	-3	-1	-6%	1%[57.1 µM]	-16%[57.1 µM]
